TRPC6 inh – mouse TRPC6 channel inhibitors, primary screen, cell-based, HEK293, membrane potential dye; Short transient receptor potential channel 6 (Mus musculus), Q61143; B-score at 10 µM; 1.1% of 310,000 active; AID 2553, 2010; ACh-evoked depolarization; hits give low values;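 active = B-score under library mean minus 3 SD, initial fluorescence not abnormally high, positive integrated signal ratio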;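 also: B-score derived from integrated fluorescence ratio over the kinetic read; more negative B-score means stronger inhibition of depolarization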
SKKanGAS inh – S. pyogenes SKKanGAS growth inhibitors in kanamycin, primary screen, streptokinase expression inhibitor project, SKKanGAS strain, BacTiter-Glo luminescence; 6 h; inhibition, % at 7.5 µM; 1.3% of 300,000 active; AID 1662, 2009;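 active = mean replicate score, as percent of positive control median, at least 50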;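 also: strain carries kanamycin resistance gene driven by streptokinase promoter and grows in 40 µg/ml kanamycin; loss of luminescence reflects streptokinase promoter inhibition or plain growth inhibition; 0% = median of DMSO wells and 100% = positive control at its reference dose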
MrgX1 antagonist – antagonists of human MrgX1 receptor, primary screen, HEK293 cells, Fluo-4 calcium flux; Mas-related G-protein coupled receptor member X1 (Homo sapiens), Q96LB2; 1.3% of 310,000 active; B-score at 10 µM; BAM8-22 antagonism; hits give low values; AID 588676, 2011;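 active = calcium-response B-score plate-corrected more than 3 library SD below zero, starting fluorescence within 5 deviations, no agonist response on first addition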;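 also: peak minus trough fluorescence over baseline after final BAM8-22 challenge near maximal dose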
TRPC4 block – inhibitors of mouse TRPC4 channel, primary screen, Fluo4 calcium, HEK293 TRPC4beta/mu-opioid cells | Short transient receptor potential channel 4 (Mus musculus), Q9QUQ5 | DAMGO-evoked Fluo4 calcium flux; hits give low values | B-score at 10 µM | 0.39% of 300,000 active | AID 2247, 2010;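 active = B-score over 3 SD under the library average, no early fluorescence shift, positive overall ratio signal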
Target sequence (Q9QUQ5 whole entry, looked up): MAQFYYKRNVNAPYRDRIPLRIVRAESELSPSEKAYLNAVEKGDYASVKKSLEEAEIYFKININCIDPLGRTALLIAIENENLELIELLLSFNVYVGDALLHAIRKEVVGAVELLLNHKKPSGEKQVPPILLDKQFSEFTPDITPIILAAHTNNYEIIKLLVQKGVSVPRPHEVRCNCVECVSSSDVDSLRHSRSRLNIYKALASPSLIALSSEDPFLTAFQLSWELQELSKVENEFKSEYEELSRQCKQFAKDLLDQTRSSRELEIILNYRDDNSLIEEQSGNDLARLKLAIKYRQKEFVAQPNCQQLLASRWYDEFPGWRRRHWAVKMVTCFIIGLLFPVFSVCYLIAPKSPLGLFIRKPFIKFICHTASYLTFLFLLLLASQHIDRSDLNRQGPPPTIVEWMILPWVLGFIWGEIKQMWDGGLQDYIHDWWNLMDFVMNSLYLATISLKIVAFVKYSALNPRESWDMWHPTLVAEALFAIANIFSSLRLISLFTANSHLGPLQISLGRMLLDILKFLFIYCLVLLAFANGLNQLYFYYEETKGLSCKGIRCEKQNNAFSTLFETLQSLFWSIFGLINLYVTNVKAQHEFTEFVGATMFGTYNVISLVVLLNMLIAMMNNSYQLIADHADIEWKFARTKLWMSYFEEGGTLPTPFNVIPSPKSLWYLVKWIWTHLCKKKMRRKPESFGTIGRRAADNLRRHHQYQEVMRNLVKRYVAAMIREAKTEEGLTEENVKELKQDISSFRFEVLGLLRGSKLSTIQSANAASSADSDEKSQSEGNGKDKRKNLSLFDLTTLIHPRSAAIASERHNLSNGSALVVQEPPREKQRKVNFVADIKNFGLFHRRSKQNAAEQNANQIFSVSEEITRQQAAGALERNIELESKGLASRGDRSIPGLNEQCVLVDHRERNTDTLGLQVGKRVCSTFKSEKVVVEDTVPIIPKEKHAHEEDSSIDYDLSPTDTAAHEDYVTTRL
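test system = HEK293 cells with stable TRPC4beta plus mu-opioid receptor expression | detection = Fluo4 Ca2+ flux fluorescence | read-out = integrated fluorescence ratio relative to baseline, converted to per-well B score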
TRPC4 agonist – activators of mouse TRPC4 channel, primary screen, Fluo4 calcium, HEK293 TRPC4beta/mu-opioid cells; Short transient receptor potential channel 4 (Mus musculus), Q9QUQ5; Fluo4 calcium fluorescence; hits give high values; B-score at 10 µM; 0.49% of 310,000 active; AID 2237, 2010;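 active = B-score above 5 SD of library B-scores, and initial fluorescence ratio not above library mean plus 5 SD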;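 also: positive B-score marks a calcium rise read as TRPC4 activation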
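System – HEK293 cells stably co-expressing mouse TRPC4beta and mu-opioid receptor · Signal – Fluo4 calcium-sensitive dye fluorescence, kinetic, 1 Hz baseline · Benchmarks – buffer (low) and maximal DAMGO (high) · Read-out – B score of integrated fluorescence ratio per well · Incubation – dye loading 45 min room temperature, 110 s kinetic read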
TRPC6 act – mouse TRPC6 channel activators, primary screen, cell-based, HEK293, membrane potential dye. Short transient receptor potential channel 6 (Mus musculus), Q61143. HEK293-TRPC6 membrane potential dye fluorescence; hits give high values. B-score at 10 µM. 0.13% of 310,000 active. AID 2550, 2010;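 active = B-score of the integrated fluorescence ratio above library mean plus 3 SD, and starting fluorescence ratio within library mean plus 5 SD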;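 also: higher score means more depolarization so channel activation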
KLF5 inh – KLF5 expression inhibitors, primary screen, DLD-1 cells, luminescence. DLD-1 KLF5 promoter-luciferase reporter. inhibition, % at 5 µM. 0.23% of 290,000 active. AID 1700, 2009;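 active = inhibition above a per-plate limit of that plate's mean compound inhibition plus 3 SD, cut at about 60% in these data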;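 also: 0% = DMSO wells and 100% = LY294002 at 200 µM; higher means less KLF5 promoter-driven luciferase light; inactives centre near -14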
TRPC4 potent – positive allosteric modulators of TRPC4, primary screen, cell-based, mouse TRPC4beta, HEK293 mu-opioid, Fluo-4 calcium. B-score at 10 µM. DAMGO EC20, Fluo-4 Ca2+ flux; hits give high values. AID 2227, 2009. Short transient receptor potential channel 4 (Mus musculus), Q9QUQ5. 0.42% of 310,000 active;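 active = B-score of calcium response area above 5 SD of library B-scores, with initial fluorescence ratio within 5 SD of library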;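 also: B-score of integrated fluorescence ratio over time as area under calcium response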
HIF act – HIF pathway transcriptional activators, primary screen, cell-based, U2OS HRE-luciferase, luminescence; AID 1910, 2009; 0.32% of 300,000 active; U2OS HRE-luciferase reporter; normalized: DMSO 0%, desferrioxamine 100%; activation, % at 7.5 µM (by protocol);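 active = mean activation of at least 10% of the iron chelator positive control signal, with at least half of replicates also reaching 10%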
aSyn 5UTR inh – MLPCN primary screen, SNCA 5' untranslated region; alpha-synuclein 5'UTR reporter, inhibitor activity; inhibition, % (tested at 7.5 µM); 0.82% of 300,000 active; AID 1813, 2009; in the data active = inhibition above about 60%;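 also: H4 neuroglioblastoma cells stably carrying SNCA 5'UTR luciferase fusion; 0% = DMSO wells and 100% = positive control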
IEC-6 cytotox – cytotoxicity in IEC-6 intestinal epithelial cells, primary screen, cytotoxicity control for KLF5 inhibitor project, cell-based, luminescence; inhibition, % at 5 µM; 0.78% of 290,000 active; AID 1825, 2009; IEC-6 cytotoxicity, luminescence viability; in the data active = inhibition above about 22%;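 also: 0% = plate median of test compound wells and 100% = cytotoxic reference compound wells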
An asterisk follows results filed as active; i = inactive; / = not tested or not shown.

mol	TRPC6 inh	SKKanGAS inh	MrgX1 antagonist	TRPC4 block	TRPC4 agonist	TRPC6 act	KLF5 inh	TRPC4 potent	HIF act	aSyn 5UTR inh	IEC-6 cytotox
COc1cc(/C=C/C(=O)OCC(=O)Nc2cccc(Oc3ccccc3)c2)ccc1O	i	9	i	i	i	i	23	i	-0.3	-23	6
Cc1cc2c(cc1C)[n+](C)cn2CC(O)COCC1CC=CCC1 (stereo unspecified)	i	-7	i	i	i	i	-20	i	-0.3	-15	-9
Oc1ccc(/C=N/Nc2ccnc3cc(Cl)ccc23)c(O)c1O	i	8	i	i	i	i	-21	i	-1.3	-9	2
C[n+]1ccc(C(=O)NCc2ccccc2)cc1	i	0	i	i	i	i	-40	i	-6.4	7	6
CCC(C)N1CC23C=CC(O2)C(C(=O)OC)C3C1=O (stereo unspecified)	i	-3	i	i	i	i	-10	i	-0.2	-23	1
O=C(O)c1cccc(S(=O)(=O)N2CCC(Cc3ccccc3)CC2)c1	i	-1	i	i	i	i	2	i	-0.1	5	3
N/C(=N\OC(=O)Cc1cccs1)c1ccc([N+](=O)[O-])cc1	i	-3	i	i	i	i	4	i	/	-49	-11
CCOc1cc(Cl)c(CNCCCN2CCOCC2)cc1OC	i	1	i	i	i	i	-10	i	-1.6	-17	6
CCCn1c(=O)[nH]c(=O)c2c(C(=O)OCC)cc(-c3cccs3)nc21	i	26	i	i	i	i	-25	i	0.3	-37	0
Cc1nc(SCC(=O)NC(=O)NCc2ccco2)nc(C)c1C	i	7	i	i	i	i	-13	i	-0.7	0	0
O=C(CSc1nnc(C2CC2)n1Cc1ccccc1)c1ccc(S(=O)(=O)N2CCOCC2)cc1	i	-3	i	i	i	i	11	i	-0.5	14	-3
Cc1ccc(C(=O)N2CCC(n3nccc3NC(=O)C3CCOC3)CC2)cc1 (stereo unspecified)	i	-2	i	i	i	i	-13	i	-0.2	9	5

Next compounds follow.
mol	TRPC6 inh	SKKanGAS inh	MrgX1 antagonist	TRPC4 block	TRPC4 agonist	TRPC6 act	KLF5 inh	TRPC4 potent	HIF act	aSyn 5UTR inh	IEC-6 cytotox
COCc1cc(=O)[nH]c(=S)[nH]1	i	3	-7.1*	i	i	i	-45	i	-1.2	11	-4
O=C(CCNC(=O)c1ccccc1Cl)NCC1CCCO1 (stereo unspecified)	i	-5	i	i	i	i	/	i	-0.5	23	/
Cc1ccc(NC(=O)C[n+]2ccccc2)cc1C	i	3	i	i	i	i	-14	i	0.0	-1	6
Cc1ccc(N=C2NC(=O)CS2)c(C)c1	i	1	i	i	i	i	9	i	-0.1	22	-13
Cc1[nH]c2ccc(OC(=O)N3CCOCC3)cc2c1C(=O)OC(C)C	i	-2	i	i	i	i	-16	i	0.5	-10	0
CCN1CCCc2cc(CN(CCN3CCOCC3)C(=S)Nc3ccc(C)cc3)ccc21	i	-10	i	i	i	i	-16	i	0.4	-1	-1
O=C(O)C1CCCCN1S(=O)(=O)c1ccccc1 (stereo unspecified)	i	1	i	i	i	i	-14	i	-0.3	-8	4
C=CCn1c(COc2ccc(F)cc2)nnc1SCC(=O)c1c[nH]c2c(CC)cccc12	i	-2	i	i	i	i	5	i	-0.1	27	1
CCOc1ccc2nc(NC(=O)c3ccc(S(=O)(=O)N4CCOCC4)cc3)sc2c1	i	-5	i	i	i	i	-26	i	0.7	0	-6
CCC(C(=O)Nc1cccc(C(=O)O)c1)c1ccccc1 (stereo unspecified)	i	-1	i	i	i	i	-22	i	0.2	6	-6
COc1ccc(C(=O)CSc2nnc(CNC(=O)c3ccco3)n2C)cc1OC	i	0	i	i	i	i	-24	i	-0.1	17	2
O=C(c1ccc(F)cc1)C1CCN(Cc2ccc(F)cc2)CC1	i	3	i	i	i	i	-19	i	-1.8	-13	-4

(cont.)
mol	TRPC6 inh	SKKanGAS inh	MrgX1 antagonist	TRPC4 block	TRPC4 agonist	TRPC6 act	KLF5 inh	TRPC4 potent	HIF act	aSyn 5UTR inh	IEC-6 cytotox
Nc1c(S(=O)(=O)c2cccs2)c2nc3ccccc3nc2n1Cc1ccc2c(c1)OCO2	i	14	i	i	i	i	6	i	-0.6	29	-7
N#C/C(=C\c1ccccc1C(F)(F)F)C(=O)Nc1ccccc1F	i	-1	i	i	i	i	-9	i	1.1	30	3
COc1ccc(-c2nnc(-c3ccc(F)cc3)o2)cc1	i	-15	i	i	i	i	-134	i	5.2	-152	-7
Cc1cccn2c(=O)c3cc(C#N)c(=NC(=O)c4ccco4)n(Cc4ccco4)c3nc12	i	14	i	i	i	i	-35	i	0.4	-36	-20
Cc1ccc(CNC(=O)C2CCN(C(=O)Nc3ccccc3)CC2)cc1	i	-8	i	i	i	i	-8	i	0.2	-11	-2
COc1ccccc1CNC(=O)c1cc2ccccc2o1	i	-3	i	i	i	i	-6	i	0.1	-3	-1
CCc1nnc(NC(=O)c2cc(OC)c(OC)cc2[N+](=O)[O-])s1	i	-10	i	i	i	i	0	i	-0.1	19	-5
COc1ccc(CNC(=O)CSc2ncn[nH]2)cc1OC	i	-1	i	i	i	i	-29	i	0.1	3	6
CCCC(C)C(=O)Nc1ccccc1C(=O)OCC (stereo unspecified)	i	6	i	i	i	i	-18	i	-0.1	23	-8
COCCN(C(=O)COC(=O)CCC(=O)c1ccc(C)cc1)c1c(N)n(Cc2ccccc2)c(=O)[nH]c1=O	i	-10	i	i	i	i	-23	i	0.7	-16	0
COc1ccc(C2C(C(=O)OCC(=O)N3CCCCC3)CCC(=O)N2c2ccc(OC)cc2)cc1 (stereo unspecified)	i	0	i	i	i	i	-26	i	-0.3	7	-1
CCc1c(C#N)c(=O)[nH]c(=O)n1-c1ccccc1	i	-3	i	i	i	i	/	i	-0.3	-5	/

(list continues)
mol	TRPC6 inh	SKKanGAS inh	MrgX1 antagonist	TRPC4 block	TRPC4 agonist	TRPC6 act	KLF5 inh	TRPC4 potent	HIF act	aSyn 5UTR inh	IEC-6 cytotox
NC(=O)Cn1cnc2c(nnn2-c2cccc(Cl)c2)c1=O	i	-4	i	i	i	i	-15	i	-0.3	-14	-2
CC(=O)N1CCCc2cc(S(=O)(=O)N3CCCC(C(=O)N4CCN(c5cc(C)ccc5C)CC4)C3)ccc21 (stereo unspecified)	i	14	i	i	i	i	-2	i	-0.5	13	9
CN(C)c1ccc(CNC(=O)CCS(=O)(=O)c2ccc3c(c2)oc(=O)n3C)cc1	i	1	i	i	i	i	-25	i	33*	5	-7
CCOC(=O)C1CCN(C(=S)Nc2cc(C)ccc2C)CC1	i	-9	i	i	i	i	-1	i	0.1	-5	-2
Cc1ccc(C(=O)N/N=C\c2ccc([N+](=O)[O-])s2)cn1	i	5	i	i	i	i	26	i	-1.8	-4	-11
COc1ccc2[nH]c(C(=O)O)c(CCN3C(=O)c4ccc(C(=O)O)cc4C3=O)c2c1	i	2	i	i	i	i	-73	i	0.6	-26	1
COc1cccc(C2C(C(=O)c3ccco3)=C(O)C(=O)N2CCN(C)C)c1OC (stereo unspecified)	i	-6	i	i	i	i	-4	i	0.1	-7	2
O=C1CCC(/C=C/c2ccccc2)=NN1Cc1ccc(Cl)c(Cl)c1	i	53*	i	i	i	i	-38	i	-0.4	0	-2
O=C(Nc1nc(-c2ccc3c(c2)OCCO3)cs1)c1ccco1	i	56*	i	i	i	i	-141	i	1.1	-77	2
Cc1cccc2cc(CN(CC3CCCO3)S(=O)(=O)c3ccccc3)c(=O)[nH]c12 (stereo unspecified)	i	-1	i	i	i	i	-8	i	-0.6	14	-13
CCOC(=O)/C=C1\CN(CCC(C)C)S(=O)(=O)c2ccccc21	i	6	i	i	i	i	-12	i	-0.3	8	-5
CCN(CCN1CCCC1)C(=O)c1cc(COc2ccccc2SC)on1	i	-1	i	i	i	i	-1	i	0.3	16	-5

Entries shown so far with a thiophene ring, fused or not:
mol	TRPC6 inh	SKKanGAS inh	MrgX1 antagonist	TRPC4 block	TRPC4 agonist	TRPC6 act	KLF5 inh	TRPC4 potent	HIF act	aSyn 5UTR inh	IEC-6 cytotox
N/C(=N\OC(=O)Cc1cccs1)c1ccc([N+](=O)[O-])cc1	i	-3	i	i	i	i	4	i	/	-49	-11
CCCn1c(=O)[nH]c(=O)c2c(C(=O)OCC)cc(-c3cccs3)nc21	i	26	i	i	i	i	-25	i	0.3	-37	0
Nc1c(S(=O)(=O)c2cccs2)c2nc3ccccc3nc2n1Cc1ccc2c(c1)OCO2	i	14	i	i	i	i	6	i	-0.6	29	-7
Cc1ccc(C(=O)N/N=C\c2ccc([N+](=O)[O-])s2)cn1	i	5	i	i	i	i	26	i	-1.8	-4	-11

The list goes on:
mol	TRPC6 inh	SKKanGAS inh	MrgX1 antagonist	TRPC4 block	TRPC4 agonist	TRPC6 act	KLF5 inh	TRPC4 potent	HIF act	aSyn 5UTR inh	IEC-6 cytotox
CC(Sc1ccc([N+](=O)[O-])cn1)C(=O)Nc1nccs1 (stereo unspecified)	i	-3	i	i	i	i	3	i	-0.4	-9	2
COc1cc(/C=N/NC(=O)c2ccc(CSc3nc4ccccc4[nH]3)cc2)ccc1O	i	6	i	i	i	i	-7	i	0.7	-20	4
CCCC(C)NS(=O)(=O)c1ccc(OC)c(C)c1 (stereo unspecified)	i	1	i	i	i	i	-18	i	0.1	-5	0
CCOc1ccc(N=Nc2c(C)[nH]n(-c3ccccc3)c2=O)cc1	i	0	i	i	i	i	2	i	-0.1	7	0
COC(=O)c1ccc2c(c1)C(=O)N(C1CCCCC1)C2=O	i	-1	i	i	i	i	-9	i	-0.3	6	3
Fc1ccccc1NC(=S)NCc1ccc(Cl)cc1	i	40	i	i	i	i	-30	i	2.0	-4	1
O=C(Nc1ccccc1)c1cc([N+](=O)[O-])ccc1Cl	i	3	i	i	i	i	/	i	0.0	-15	/
COCCOC(=O)N/C=C\c1nc2ccccc2c(=O)[nH]1	i	-1	i	i	i	i	-19	i	0.8	-11	6
CCCC(=O)c1cc(F)c(N2CCN(CCC#N)CC2)cc1C	i	-9	i	i	i	i	-34	i	-0.4	2	1
CN1C(=O)c2oc3ccccc3c(=O)c2C1c1cccnc1 (stereo unspecified)	i	-5	i	i	i	i	/	i	0.2	6	/

Source: PubChem BioAssay
